ADAM10 inh – ADAM10 inhibition, QFRET primary screen; O14672; recombinant ADAM10, EDANS/DABCYL FRET peptide cleavage, 3 h; inhibition, % at 7 µM; actives 0.62% (n = 370,000); AID 720582;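 active = inhibition above a per-campaign cutoff equal to the mean of compounds falling between control-based bounds plus 3 SD, cut at about 20% in these data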;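 also: 0% = DMSO wells while the 100% control is not disclosed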
Target sequence (O14672 214-748 limits assumed): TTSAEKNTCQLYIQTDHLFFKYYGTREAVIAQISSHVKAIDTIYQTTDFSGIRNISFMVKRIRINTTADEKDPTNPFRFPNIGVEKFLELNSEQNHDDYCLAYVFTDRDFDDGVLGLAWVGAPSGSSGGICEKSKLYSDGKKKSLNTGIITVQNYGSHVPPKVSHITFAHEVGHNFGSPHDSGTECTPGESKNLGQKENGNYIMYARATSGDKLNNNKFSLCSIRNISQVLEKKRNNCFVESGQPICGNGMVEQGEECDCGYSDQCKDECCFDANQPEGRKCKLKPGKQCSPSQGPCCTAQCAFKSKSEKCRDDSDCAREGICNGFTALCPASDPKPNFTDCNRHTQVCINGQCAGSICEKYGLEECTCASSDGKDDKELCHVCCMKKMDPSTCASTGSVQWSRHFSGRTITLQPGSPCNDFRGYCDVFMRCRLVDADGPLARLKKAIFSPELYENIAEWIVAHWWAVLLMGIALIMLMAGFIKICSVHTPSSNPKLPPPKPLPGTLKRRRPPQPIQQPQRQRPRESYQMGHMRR
NPR1 activator – GC-A (human) enzyme activation; P16066; HEK293 GC-A cells, cGMP TR-FRET, EC30 ANP; 0% at EC30 ANP, 100% saturating ANP; activation, % at 10 µM; actives 0.14% (n = 370,000); AID 1671463; in the data active = activation above about 40%
HGIII-sPLA2 inh – Blocks human group III sPLA2 activity | Q9NZ20 | QFRET BODIPY PC-A2 liposome hydrolysis, fluorescence | inhibition, % at 12.2 µM | actives 0.56% (n = 370,000) | AID 743126;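 active = inhibition above mean plus 3 SD of compounds lying within the high and low control bounds, cut at about 19% in these data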;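 also: 0% = median of test compound wells and 100% = no enzyme DMSO wells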
DAX1 inh-1 – blocks DAX1 repression of SF-1 activated StAR promoter | HEK293T StAR-luciferase reporter, SF-1/DAX-1 repression relief | inhibition, % at 6.8 µM | actives 1.1% (n = 370,000) | AID 652010;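 active = inhibition above the mean over all tested compounds plus 3 SD, cut at about 3.6% in these data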;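 also: 0% = DAX-1 cells with DMSO and 100% = cells lacking DAX-1 with DMSO; higher inhibition means more luminescence from relief of DAX-1 repression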
NPR2 activator – GC-B (human) receptor activation; HEK293-GC-B cells, CNP EC30, cGMP TR-FRET; 0% at EC30 CNP, 100% saturating CNP; activation, % at 10 µM; actives 0.11% (n = 370,000);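 active = activation at 10 µM reaching about 35% in either raw or pattern-adjusted values, limit read from the data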
hgDAF12 agonist – agonists of H. glycines DAF-12 nuclear receptor. HEK293 GAL4-hgDAF12 UAS-luciferase reporter, agonist luminescence; normalized to butyrate control. AID 687014. actives 1.8% (n = 370,000). activation, % at 6.8 µM;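 active = activation above a cutoff set at the mean of all screened compounds plus 3 SD, cut at about 10% in these data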;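 also: 0% = DMSO wells and 100% = sodium butyrate wells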
ssDAF12 agonist – S. stercoralis DAF-12 activation, primary screen; HEK293 ssDAF-12/GRIP1 lit1-tk-luc reporter, luminescence; % of 3 µM dafachronic acid response; actives 1% (n = 370,000); AID 652126; activation, % at 6.8 µM;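 active = activation above the mean over all tested compounds plus 3 SD, cut at about 0.9% in these data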;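 also: 0% = DMSO-only wells and 100% = 3 µM delta7-dafachronic acid wells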
DAX1 inh-2 – inhibitors of human orphan nuclear receptor DAX1 (NR0B1). P51843. HEK293 Gal4-DAX1 luciferase reporter, luminescence. inhibition, % at 6.75 µM. actives 0.99% (n = 340,000). AID 504766;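 active = inhibition above the mean over all tested compounds plus 3 SD, cut at about 4.2% in these data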;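 also: 0% = DAX1-transfected cells with DMSO and 100% = empty-vector control cells with DMSO; inhibition shows as a rise in luminescence from relieved DAX1 repression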
Target sequence (P51843 207-470 limits assumed): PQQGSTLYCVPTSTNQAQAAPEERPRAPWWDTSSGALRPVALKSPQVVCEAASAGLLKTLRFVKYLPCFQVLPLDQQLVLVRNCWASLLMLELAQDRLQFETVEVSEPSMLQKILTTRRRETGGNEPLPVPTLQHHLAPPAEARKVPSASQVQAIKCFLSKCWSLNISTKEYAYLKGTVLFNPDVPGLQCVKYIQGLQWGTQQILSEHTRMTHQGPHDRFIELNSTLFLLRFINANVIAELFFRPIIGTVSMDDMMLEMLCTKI
hcDAF-12 act – H. contortus DAF-12 activation, primary screen; actives 1.4% (n = 370,000); AID 652067; HEK293 hcDAF-12 lit1-tk-luc reporter, luminescence; 0% DMSO, 100% Δ7-dafachronic acid; activation, % at 6.8 µM;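 active = activation above the mean of all tested compounds plus 3 SD, cut at about 5.5% in these data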;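 also: 100% = response to 3 µM Δ7-dafachronic acid high control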
SMARCA2 act – increases SMARCA2 function in MMTV reporter cells | actives 1% (n = 370,000) | activation, % at 9.1 µM | MG213 cells, MMTV-luciferase reporter, dexamethasone, overnight; in the data active = activation above about 7.8%;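 also: 0% = vehicle wells and 100% = reference activator wells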
GAA850 FXN act – activators of GAA850 frataxin (FXN) promoter. HEK293 lucGAA850 FXN promoter luciferase reporter, 24 h; percent of 10 µM SAHA response. activation, % at 6 µM. actives 0.56% (n = 360,000);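 active = activation above the average of all compounds screened plus 3 SD, cutoff fixed separately per campaign, cut at about 7.5% in these data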;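 also: 0% = DMSO wells and 100% = 10 µM SAHA wells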
* hit, by the source's call; . = no result given.

No.	molecule	GAA850 FXN act	DAX1 inh-2	hcDAF-12 act	ADAM10 inh	ssDAF12 agonist	HGIII-sPLA2 inh	hgDAF12 agonist	SMARCA2 act	DAX1 inh-1	NPR1 activator	NPR2 activator
1	CCCCOc1ccc(C(=O)OCC(=O)Nc2cc(C)c(C)cc2[N+](=O)[O-])cc1	-0.6	1.1	-1.2	-0.8	-0.8	-4.0	0.2	0.0	-0.6	2.4	3.8
2	CC(=O)Nc1cccc(-c2cc(NC=O)c3ncc(-c4ccc(C(C)=O)cc4)n3c2)c1	-2.8	.	-3.6	-89.5	-2.0	-4.6	7.0	2.7	-4.2	9.6	5.4
3	O=C(O)C1CC=CCC1C(=O)Nc1ccc2c(c1)CCC2 (configuration not stated)	-1.7	0.4	-0.3	-13.2	-0.9	1.8	-1.4	1.6	-0.6	2.2	3.0
4	CCn1c(CNC(=O)c2ccco2)nnc1SCC(=O)Nc1ccccc1Cl	0.0	0.1	-1.9	3.5	-1.2	-2.2	3.7	5.2	0.5	3.7	3.0
5	CCNC(=O)COC(=O)c1cc(C)nc2ccccc12	0.9	-0.9	-0.6	-5.5	-0.7	-0.4	0.4	1.0	2.4	1.6	-1.1
6	CCCCCCn1cc(CN2CC(N3CCN(C4CCN(C)CC4)CC3)CS2(=O)=O)nn1 (configuration not stated)	.	.	-0.7	-15.8	-1.0	13.4	-3.7	-4.8	4.4*	1.3	5.1
7	Cc1cc(N2CCN(C(=O)OC(C)(C)C)C[C@@H]2C)ccc1N1CCS(=O)(=O)CC1	.	.	-0.5	-1.5	-0.5	1.7	-1.7	-0.6	0.9	-1.0	-1.4
8	CCOc1ccc(N(CC(=O)NC2CCCC2)S(=O)(=O)c2ccccc2)cc1	0.7	0.2	-1.4	2.4	-1.2	-0.2	-0.6	-2.3	-0.4	-2.7	-3.1

Grouped by structure: the entries above with four or more nitrogen atoms.
No.	molecule	GAA850 FXN act	DAX1 inh-2	hcDAF-12 act	ADAM10 inh	ssDAF12 agonist	HGIII-sPLA2 inh	hgDAF12 agonist	SMARCA2 act	DAX1 inh-1	NPR1 activator	NPR2 activator
2	CC(=O)Nc1cccc(-c2cc(NC=O)c3ncc(-c4ccc(C(C)=O)cc4)n3c2)c1	-2.8	.	-3.6	-89.5	-2.0	-4.6	7.0	2.7	-4.2	9.6	5.4
4	CCn1c(CNC(=O)c2ccco2)nnc1SCC(=O)Nc1ccccc1Cl	0.0	0.1	-1.9	3.5	-1.2	-2.2	3.7	5.2	0.5	3.7	3.0
6	CCCCCCn1cc(CN2CC(N3CCN(C4CCN(C)CC4)CC3)CS2(=O)=O)nn1 (configuration not stated)	.	.	-0.7	-15.8	-1.0	13.4	-3.7	-4.8	4.4*	1.3	5.1

Next section
No.	molecule	GAA850 FXN act	DAX1 inh-2	hcDAF-12 act	ADAM10 inh	ssDAF12 agonist	HGIII-sPLA2 inh	hgDAF12 agonist	SMARCA2 act	DAX1 inh-1	NPR1 activator	NPR2 activator
9	Cc1cccc(-n2nnc(C(=O)NCc3ccccn3)c2N)c1	1.1	1.6	-2.8	-11.2	-1.3	-8.1	-0.2	-1.9	-0.5	-7.4	-2.7
10	COc1ccc(Cl)cc1NC(=O)CN(C)C(=O)COc1ccccc1F	-0.7	-0.3	2.1	3.5	-0.4	-2.4	-2.4	-3.0	0.0	-3.8	-0.5
11	N#C/C(=N\Nc1cccc(F)c1)C(=N)N1CCCCCC1	5.0	7.0*	4.8	2.8	1.7*	1.3	12.5*	8.5*	6.8*	8.7	2.0
12	O=C(NCC1CCCO1)c1nc2c(nnn2Cc2ccccc2Cl)c(=O)[nH]1 (configuration not stated)	0.5	0.5	-2.0	12.3	-1.2	-4.9	1.9	5.2	-0.4	-1.9	-3.1
13	COCC(=O)Nc1ccc(OCc2ccccc2)cc1	4.2	1.1	2.6	-0.5	0.6	4.8	8.3	1.7	0.7	2.8	-1.7
14	CCOC(=O)/C(=C\Nc1cccc(OCc2ccccc2)c1)NC(=O)c1ccccc1	.	.	-1.3	3.3	-1.4	-5.6	-1.4	-0.8	0.2	1.8	8.6
15	CCOC(=O)CC1OC(=O)c2cc3c(cc21)C(=O)OC3CC(=O)OCC (configuration not stated)	-1.0	2.2	-2.3	-7.2	-0.6	-1.5	0.4	-0.9	-0.2	0.9	3.5
16	Cc1nc(NC(=O)CCCC(=O)Nc2nc(C)c(C)s2)sc1C	-2.7	-1.1	-1.3	-2.4	-1.9	-7.5	1.3	-3.7	-0.3	2.5	-1.3
17	O=C(COC(=O)/C=C/c1ccc(OC(F)F)cc1)NC1CCCC1	0.8	0.9	0.6	-12.0	-0.9	12.8	-0.1	-2.8	0.6	2.8	3.0
18	COc1cccc(C(=O)Nc2cc(S(=O)(=O)N3CCOCC3)ccc2N2CCOCC2)c1	2.8	0.0	0.2	3.7	-1.5	5.3	0.2	-3.3	0.3	0.5	3.4
19	COc1ccccc1-c1ccc(SCC(=O)NCCc2ccccc2)nn1	-0.8	-0.7	-1.2	-0.3	-2.0	3.8	-0.4	-0.6	-3.5	-3.1	1.3
20	O=C(Nc1ccc(N2CCN(C(=O)c3ccccc3)CC2)c(Cl)c1)c1ncn[nH]1	-2.1	-0.9	-2.3	0.6	-2.0	-33.0	-0.3	-2.1	0.2	-0.9	-3.7
21	COc1ccc(NS(=O)(=O)c2ccc(NC(=O)c3ccc(Br)cc3)cc2)nn1	0.9	1.8	-1.0	-10.7	-1.5	-17.5	-1.1	-3.1	0.5	.	.
22	Cc1ccc(NC(=O)C2CCC(=O)N2C(=O)OCc2ccccc2)cc1 (configuration not stated)	0.5	0.1	-0.1	3.3	-0.9	2.4	-1.5	-1.6	-0.2	0.8	1.8
23	CCCCn1c(-c2cccs2)nc2oc3ccccc3c(=O)c2c1=O	-0.4	-1.8	0.0	-3.4	-1.1	-3.0	0.2	0.8	0.4	2.8	6.2
24	Cc1ccccc1NC(=O)CSc1nnc(-c2ccco2)n1N	1.5	0.5	0.0	-3.0	-0.4	6.8	3.3	3.6	0.5	0.3	4.3
25	O=C(COc1ccc(Cl)cc1)Nc1nc(-c2cccs2)cs1	1.5	-0.7	-0.9	22.9*	-1.4	-10.0	0.3	-4.9	0.3	4.7	3.8
26	Cn1nccc1C(=O)N1CCCC(Nc2ccc(F)cc2)C1 (configuration not stated)	2.2	0.4	-0.2	-1.7	-0.8	-1.0	-2.4	-2.9	0.2	-0.7	0.0
27	CCC(=O)NC(=S)Nc1ccc(NC(=O)c2ccc([N+](=O)[O-])cc2Cl)cc1	0.5	0.4	-2.4	5.5	-1.8	1.4	0.5	-1.1	0.1	-1.0	4.6
28	CCOCCCNC(=O)CN1CCN(Cc2ccc(Cl)cc2)C1=O	1.8	-1.6	0.4	5.6	-1.1	6.3	-0.8	0.9	0.0	2.2	-0.6
29	COc1ccc(C2C(=O)c3ccccc3C2=O)cc1OC	2.1	1.4	0.4	-0.9	-1.4	0.8	-0.7	-2.5	0.0	-12.5	0.9
30	CC1CCCCN1CCCNC(=O)c1ccc2c(c1)NC(=O)CN2C (configuration not stated)	1.8	0.5	2.1	-40.7	-0.9	5.9	-4.2	7.9*	0.2	-0.9	-1.4
31	CCC(C)N1CCN(C(=O)C2CCN(S(=O)(=O)c3c(C)noc3/C=C/c3ccco3)CC2)CC1 (configuration not stated)	3.8	-0.5	-1.4	-2.9	-0.9	-15.3	1.0	-2.7	0.2	0.1	5.7
32	O=C(O)c1cccc(S(=O)(=O)N2CCCC(c3nc4c(nnn4Cc4ccccc4Cl)c(=O)[nH]3)C2)c1 (configuration not stated)	0.5	0.7	-1.7	-6.2	-0.5	-24.8	2.4	-2.6	0.0	12.8	18.5
33	C=CCN(CC=C)S(=O)(=O)c1ccc(NC(=S)NC(=O)/C=C/c2ccc(C)cc2)cc1	0.1	-0.9	-0.3	9.1	-1.1	1.9	-0.4	1.0	-0.4	-4.6	4.7
34	COC(=O)c1ccc(Cn2ccc3ccc(-c4ccc5ccn(C(=O)c6ccccc6OC)c5c4)cc32)cc1	.	.	-1.2	-43.1	-0.8	-0.7	2.6	-0.3	0.2	2.5	0.6
35	CCOc1cc(N2CCOCC2)c(OCC)cc1NC(=O)Cc1ccccc1OC	2.9	0.8	0.3	-1.5	-1.1	2.5	-2.1	0.3	-1.3	6.9	6.5
36	CSCc1cc(N(C)c2ccccc2)nc(-c2ccccc2)n1	0.8	-0.6	0.8	-6.2	-0.9	15.9	0.2	-1.2	0.4	0.9	-8.4
37	CCCn1c(SCC(=O)NC(C)c2ccccc2)n[nH]c1=O (configuration not stated)	1.7	-0.1	-0.2	8.3	-1.5	5.0	1.2	1.7	-0.4	4.2	-0.1
38	Cc1nn(-c2cc(C(F)(F)F)ccc2Cl)c2nc(C(Cl)(Cl)Cl)[nH]c(=O)c12	-1.0	-0.7	-0.3	3.7	-1.4	-15.4	-0.3	-2.6	-0.3	2.2	1.0
39	Cc1ccc(NC(=O)C2CCCC2)c(Br)c1	3.0	2.2	-0.5	5.3	-1.2	-3.9	2.2	-4.9	-0.2	1.9	-1.4
40	N#CCCN(C(=O)c1cc2c(s1)-c1ccccc1S(=O)(=O)C2)c1ccccc1	-0.9	0.4	1.0	7.2	-0.5	-11.3	2.6	-4.1	0.0	-7.8	0.8
41	COc1ccccc1NC(=O)c1cc(Cl)nnc1Cl	-2.6	-0.5	1.7	4.2	-0.7	-2.4	0.6	4.7	-1.4	-3.0	11.0
42	COc1ccc2c(=O)c(N3C(=O)c4ccccc4C3=O)coc2c1	-1.2	2.4	0.4	-3.6	-0.6	-0.2	-0.5	4.1	-0.2	2.5	4.8

Compound activity as filed in PubChem BioAssay.
